TbPYK inhibitor: inhibitors of Trypanosoma brucei pyruvate kinase; AID 624173; 0.12% of 410,000 active; Q57TT1; TbPYK enzyme, Kinase-Glo Plus ATP luminescence, 45 min; Potency, µM (titrated, usually from 76.8 µM), for inactives: top-dose activity, negative = inhibition, usual class: inhibitors; further: nearly all actives have a fitted effect of over 50% in size
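Readout: single end-point luminescence (Kinase-Glo Plus, 10 min). Reaction conditions were TbPYK/substrate plus 130 uM ADP, 45 min at RT, pH 7.2 TEA buffer. No-enzyme wells served as controls, and data were normalized before concentration-response fitting.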
Pf growth 96h: P. falciparum growth inhibition at 96 hours. 6.9% of 320,000 active. P. falciparum luciferase reporter growth, 96 h. AID 504834. Potency, µM (top dose mostly 28.7 µM), inactives show top-dose activity change, negative = inhibition, hits mostly inhibitors
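Compounds incubated with erythrocytes infected by luciferase-expressing P. falciparum (2% hematocrit, 0.05% parasitemia final) for 96 hours, 37 C in 5% CO2. Growth inhibition scored as decreased luciferase luminescence.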
Sm TGR block: S. mansoni TGR enzyme inhibition; purified TGR, DTNB reduction, TNB absorbance 405 nm; Potency, µM (series often up to 114 µM), inactives show at the top dose activity change, negative = inhibition, most hits filed as inhibitors; Q962Y6; 3% of 360,000 active; further: nearly all actives have a fitted effect of over 60% in size
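Kinetic colorimetric format: TGR-catalysed, NADPH-driven DTNB reduction monitored via TNB absorbance. Enzyme dispensed at 20 nM; compound exposure 15 min at room temperature before reaction start.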
HCV inh: inhibitors of hepatitis C virus infection; Huh7.5.1 HCVcc-Cre infection, luciferase reporter, 44 h; Potency, µM (highest dose often 41.8 µM), for inactives: at the highest dose activity change, negative = inhibition, most hits filed as inhibitors; 3.4% of 340,000 active; AID 651820
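HCVcc-Cre virus at an moi near 0.5 was added right after compound to cells cultured 4 h from seeding (1,000 cells/well). Luciferase activity was determined 44 h later, 15 min after substrate addition at RT.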
LmPK inhibitor: blocks Leishmania mexicana pyruvate kinase activity; purified LmPK, Kinase-Glo ATP luminescence, 1 h; Potency, µM (series often up to 57.5 µM), for the others: at the highest dose activity change, negative = inhibition, hits mostly inhibitors; 0.37% of 290,000 active; AID 1721
Target sequence (Q27686 whole entry, looked up): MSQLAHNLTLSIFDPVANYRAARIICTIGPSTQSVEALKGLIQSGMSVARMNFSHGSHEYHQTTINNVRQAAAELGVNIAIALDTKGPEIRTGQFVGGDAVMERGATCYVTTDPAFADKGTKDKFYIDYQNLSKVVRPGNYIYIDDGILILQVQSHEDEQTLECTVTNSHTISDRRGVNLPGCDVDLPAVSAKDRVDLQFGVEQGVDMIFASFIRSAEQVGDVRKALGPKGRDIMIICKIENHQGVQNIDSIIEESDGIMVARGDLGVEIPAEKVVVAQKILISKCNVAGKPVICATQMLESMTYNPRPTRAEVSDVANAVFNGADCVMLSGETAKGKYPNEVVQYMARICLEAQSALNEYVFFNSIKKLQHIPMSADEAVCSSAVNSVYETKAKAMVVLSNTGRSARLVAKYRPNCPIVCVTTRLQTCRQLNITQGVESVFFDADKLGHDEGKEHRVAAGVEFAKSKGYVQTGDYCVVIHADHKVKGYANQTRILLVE
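Screened at intermediate enzyme activity to detect both inhibitors and activators: LmPK at 0.1 nM, with a 0.5 nM enzyme column as activation reference. PEP 0.5 mM, ADP 0.1 mM; ATP detected by luminescence after 1 h.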
Pf growth 48h: inhibits P. falciparum growth in the first generation, 48 h | P. falciparum luciferase growth in erythrocytes, 48 h | Potency, µM (top dose mostly 28.7 µM), inactives show top-dose activity change, negative = inhibition, usual class: inhibitors | 5.9% of 310,000 active | AID 504832
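A one-generation exposure of luciferase-tagged malaria parasites in RPMI 1640/Albumax erythrocyte culture, 37 C and 5% CO2. Inhibition is inferred from decreased luminescence after adding detection reagent.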
* marks the source's active call; other numbers are inactive results; ? = inconclusive; · = not tested or not shown; & = joins results of further samples; [ ] = another dose, or the depositor's remark. The call rests on the fitted dose curve; in most records, active means well fitted curve in the direction sought with a large enough effect; inconclusive means small, poorly fitted or top-dose-only effect, or another doubt; inactive means no such curve, though single readings can be large; an effect the other way counts as inactive or inconclusive. On the % scale 0 is the no-effect control and ±100 the full control effect; potency means the concentration at half of the fitted maximal effect.

Molecule	TbPYK inhibitor	Pf growth 96h	Sm TGR block	HCV inh	LmPK inhibitor	Pf growth 48h
O=C(NN1C(=O)c2ccc3c4c(ccc(c24)C1=O)CC3)c1ccc(Br)cc1	-4%	72%[activator]	-1%	7%	4%	36%[activator]
COc1ccc(OC)c(NC(=O)CN(C)CC(=O)Nc2ccccc2Br)c1	-12%	?	-4%	?	-1%	-9%
CNC(=O)CN1C(=O)c2ccccc2S1(=O)=O	1%	10%	-8%	5%	0%	·
COc1ccc(N2CCN(C(=O)C3CCCN(S(=O)(=O)c4ccc5c(c4)oc(=O)n5C)C3)CC2)cc1 (stereo not given)	1%&-2%	?	3%&-11%	-3%	-4%	12µM*
CC1(C)C(=O)C=C[C@]2(C)[C@H]3CC[C@@]4(C)[C@H](c5ccoc5)OC(=O)[C@H]5O[C@]54[C@]3(C)[C@H](O)C[C@@H]12	3%	8.3µM*	-4%	1%[8.37 µM]	1%	12µM*
COc1ccc(CCNc2oc(COc3ccccc3F)nc2C#N)cc1OC	-29%	157%[activator]	?	?	0%	?
CCN(c1ccccc1)S(=O)(=O)c1ccc(C(=O)NNC(=O)c2ccccc2F)cc1	-8%	?	3%	0%	·	-6%
CN(CC1COc2ccccc2O1)c1nc(-c2cccnc2)nc2ccccc12 (stereo not given)	0%	?	3%	11µM*	-4%	?
CN1c2ccc([N+](=O)[O-])cc2C(C)(C)C12C=Cc1cc(C(=O)O)ccc1O2 (stereo not given)	-1%	-17%	3%	5%	5%	16%[0.00184 µM]
COc1ccc(CCC2CCNCC2)cc1	3%	4%	0%	-24%	-1%	-22%
Cc1nn(Cc2cccc(C(=O)Nc3ccn(Cc4ccccc4)n3)c2)c(C)c1[N+](=O)[O-]	2%	·	-14%	?	-5%	?
Cc1cc(C)c(NC(=O)COc2ccccc2C(=O)Nc2ccc3c(c2)oc2ccccc23)c(C)c1	1%	-7%	-8%	?	12%	·
CN(C)c1nc2c(c(=O)[nH]c(=O)n2C)n1Cc1ccc(F)cc1	-12%	15%	-1%	8%	7%	17%
O=C(CCc1nc(-c2ccccc2Cl)no1)NCc1ccco1	0%	35%[activator]	·	-8%	1%	-12%
CCC(C)(CC(=O)Nc1nccs1)c1ccccc1 (stereo not given)	2%	0%	-35%	4%	-1%	·
C/C(=C\C(=O)c1ccc(Br)cc1)NCc1ccc2c(c1)OCO2	-2%	153%[activator]	-21%	-11%	3%	10%
COc1ccc(-c2cc(C(=O)NN)[nH]n2)cc1	-1%	32%[activator]	2%	-18%	-4%	65%[activator]
CCOc1cc(C2c3c(n[nH]c3C)C(=O)N2c2ccc(Br)cc2)ccc1O (stereo not given)	2%	13µM*	11µM*	25µM*	1%	8%
CCOc1ccc(-n2c(C)c(C(=O)O)c3cc(OC)ccc32)cc1	-6%	9%	5%	2%	-1%	?
COc1ccc(NC(=O)c2ccc(C)cc2)c[n+]1[O-]	5%	42%[activator]	1%	23%	3%	35%[activator]
NS(=O)(=O)c1ccc(NC(=O)CN2C(=O)CCC2=O)cc1	-2%	1%	-10%	?	-1%	-8%
COc1ccc2oc(C(=O)c3ccccc3)c(N)c2c1	3%	63%[activator]	7%	-8%	-2%	130%[activator]
CCCN(CCC)CCCNC(=O)c1cc2c(=O)n(CC)c3ccccc3c2s1	2%	?	1%	7.9µM*	-2%	-18%[0.00184 µM]
Cc1cc(F)ccc1NC(=O)C1CCN(C(=O)Nc2ccccc2)CC1	-1%	-7%	-1%	0%	·	1%
CCOC(=O)C1=NNC2C(=O)N(Cc3ccccc3)C(=O)C12 (stereo not given)	-2%	14%	-2%	6%	2%	-4%
COc1ccc(C(C#N)c2nc3ccccc3nc2Cl)cc1 (stereo not given)	0%	?	-7%	-13%	7%	?
O=c1cc2c(nn1Cc1c(Cl)cccc1Cl)-c1ccccc1CC2	0%	5.2µM*	-13%	25µM*	2%	·
CN1CCC(=NNC(=O)C(=O)Nc2cccc(Br)c2)CC1	-10%	-1%	-9%	-13%	-3%	-11%
CCOC(=O)N1CCC(NC(=O)c2cccs2)CC1	-5%	20%	10%	15%	0%	3%
COc1ccccc1NC(=O)COc1cc(Br)c(CNCCCN2CCOCC2)cc1OC	31%	12%	2%	11µM*	-1%	?
O=C(Nc1ccc(NC(=O)C2CC2)nc1)c1cnccn1	-3%	8%	2%	10%	-12%	104%[activator]
O=C(CSc1nnc(Cc2cc(=O)[nH]c(=O)[nH]2)n1-c1ccc(Cl)cc1)NCC1CCCO1 (stereo not given)	-9%	?	-2%	9%	-5%	·
O=S(=O)(Nc1ccncc1Cl)c1ccccc1	5%	0%	0%	-6%	21%	·
CC(=O)Nc1ccc(Nc2ncnc(N)c2[N+](=O)[O-])cc1	-2%	228%[activator]	9%	?	-8%	5%
COC(=O)c1ccc2nc(NC(=O)C3CC3)sc2c1	-8%	52%[activator]	5%	?	3%	90%[activator]
CCOC(=O)C1CCCCN1Cc1cccc(OCc2ccccc2)c1 (stereo not given)	16%	13µM*	-3%	-3%	-3%	-13%
Cc1ccc(C)c(N2CCN(S(=O)(=O)c3ccc4[nH]c(=O)c(=O)[nH]c4c3)CC2)c1	0%	·	0%	25%	2%	?
Cn1nnnc1SCC(=O)NCC(=O)c1ccccc1	?	6%[5.75 µM]	20µM*	-5%	-5%	45%[activator]
Cc1[nH]c(C)c(S(=O)(=O)NCc2ccco2)c1C(=O)N1CCCCC1	0%	-27%	0%	0%	-3%	14%
O=C(O)c1ccc(NC(=S)Nc2ccccc2)cc1	-1%	82%[activator]	-25%	8%	-4%	49%[activator]
COc1ccccc1OCC(O)Cn1c(=N)n(Cc2ccccc2)c2ccccc21 (stereo not given)	1%	?	0%	?	-2%	9.3µM*
Cc1ccc(C(C(=O)NC2CCCC2)N(C(=O)CNC(=O)c2cccs2)c2cccnc2)o1 (stereo not given)	0%	?	4%	10%	0%	3%
CCc1ccc2[nH]c(C(=O)N(C)c3ccc(F)cc3F)cc2c1	-9%	3%	-16%	-10%	-1%	-34%
CCN(CC)c1ccc(/C=N/NC(=O)c2ccc3nc[nH]c3c2)c(O)c1	-4%	?	10%	5µM*	0%	?
CCOC(=O)C1C(c2ccccc2)C(C(=O)OCC)S(=O)(=O)C(CCN(CC)CC)S1(=O)=O (stereo not given)	-1%	?	·	11%	-2%	-12%
Cc1cccc(OCCCC(=O)NNC(=O)c2ccncc2)c1	1%	1%	1%	1%	·	28%
CC(C)OC(=O)c1c(NC(=O)CCn2nnc3ccccc32)sc2c1CCCC2	-8%	30%	-1%	?	2%	6%
COC(=O)c1nn(-c2nc(-c3ccc(OC)c(OC)c3)cc(C(F)(F)F)n2)cc1[N+](=O)[O-]	1%	17µM*	7%	13%	11%	-17%
COc1ccc(C(=O)Nc2ccc(-c3ccc(C)o3)cc2)cc1S(=O)(=O)N1CCOCC1	-6%	·	50µM*	2.5µM*	-1%	?
O=C(c1cnn2c(C(F)(F)F)cc(-c3cccs3)nc12)N1CCCC1	6%	-22%	1%	-8%	2%	-1%
CCS(=O)(=O)C(=C1Nc2ccccc2N1)S(=O)(=O)CC	-9%	-10%	0%	-14%	3%	10%
Cc1oc2cc3oc(=O)c(CC(=O)NCC(=O)N[C@@H](C(=O)O)c4ccccc4)c(C)c3cc2c1C	1%	0%	-28%	5%	-7%	12%
COc1cc(-c2cc(=O)c3c(O)c(OC)c(OC)c(OC)c3o2)cc(OC)c1OC	-3%	35%[activator]	4%	-13%	9%	-5%
CCn1cc(SCC(=O)Nc2cc(C)on2)c2ccccc21	-4%	?	-1%	?	1%	-11%
Cn1c(=O)c2c(nc(SCC(=O)c3ccc(F)cc3)n2C)n(C)c1=O	-7%	?	-5%[57.1 µM]	3%	-1%	19%
Cc1cc(NC(=S)NC(=O)c2ccco2)c2ccccc2n1	7%	7%	?	?	2%	8%
CC(C)c1ccc(N=Cc2c(O)c3ccccc3oc2=O)cc1	1%	-3%	3%	12%	-9%	0%
CC(=O)Nc1ccc(S(=O)(=O)NC(C)(C#N)C2CC2)cc1 (stereo not given)	-4%	12%	3%	34%[activator]	0%	8%
O=C(COC(=O)c1ccc(Br)cc1)NC1CCCC1	-3%	49%[activator]	7%	15%	1%	37%[activator]
Cc1cc(S(=O)(=O)NCCCN2CCOCC2)c(C)cc1Cl	-3%	2%	?	29%	-5%	5%

Next section:
Molecule	TbPYK inhibitor	Pf growth 96h	Sm TGR block	HCV inh	LmPK inhibitor	Pf growth 48h
CCCCN(C(=O)c1cccc(S(=O)(=O)N2CCN(C)CC2)c1)c1c(N)n(CCCC)c(=O)[nH]c1=O	7%	13%	-7%	15%	·	-25%
COc1ccc(S(=O)(=O)N2CCOCC2)cc1NC(=O)CCc1c[nH]c2ccccc12	-6%	-25%	-3%	?	8%	?
Cc1ccc(OCC(=O)Nc2nnn(C)n2)c(C)c1	3%	·	5%	-6%	-10%	36%[activator]
CCN(C(=O)c1cc(S(=O)(=O)N2CCCCC2)c[nH]1)c1ccc(OC)cc1	1%&1%	-22%	-13%&-7%	-19%	2%	-2%
C/C(=C\c1ccccc1)C(=O)Nc1ccc(S(=O)(=O)Nc2ncccn2)cc1	-8%	4%	-3%	16%	-16%	-2%
CCOc1ccc(Cl)cc1CSc1ncn[nH]1	-2%	?	1%	?	2%	?
Cn1c(SCc2ccc(Br)cc2)nc2c(c1=O)SCC2	-1%	-2%	-2%	?	3%	-24%
C=CCn1c(SCC(=O)c2[nH]c(C)c(C(C)=O)c2C)nnc1-c1ccncc1	-14%	·	1%	?	5%	19%
CCCCn1nc2cc(C(=O)N(CC)c3ccc(OC)cc3)ccc2c1OCC	-2%	-17%	3%	?	-3%	?
COc1ccc(-c2nnc(SCC(=O)NC(C)c3ccccc3)o2)cc1 (stereo not given)	-7%	10µM*	0%	-7%	2%	1%
O=C(O)C1CCCN1c1ncccn1 (stereo not given)	0%	5%	6%	13%	-8%	13%
CCS(=O)(=O)N1CCN=C1SCc1cccnc1	-1%	25%	7%	34%[activator]	-4%[11.5 µM]	?
Cc1ccc(C)c(C2=CSC3=NCCN23)c1	0%	8%	14%	-10%	2%	?
O=S(=O)(c1ccccc1)N(Cc1ccccc1)c1ccccn1	2%	·	3%	-7%	1%	-4%

Three of the compounds above, with values under each structure.
Values run as follows: TbPYK inhibitor | Pf growth 96h | Sm TGR block | HCV inh | LmPK inhibitor | Pf growth 48h
CCOc1ccc(Cl)cc1CSc1ncn[nH]1
  -2% | ? | 1% | ? | 2% | ?
Cn1c(SCc2ccc(Br)cc2)nc2c(c1=O)SCC2
  -1% | -2% | -2% | ? | 3% | -24%
C=CCn1c(SCC(=O)c2[nH]c(C)c(C(C)=O)c2C)nnc1-c1ccncc1
  -14% | · | 1% | ? | 5% | 19%

Single entries from above:
LmPK inhibitor result of O=S(=O)(c1ccccc1)N(Cc1ccccc1)c1ccccn1 : 1%
HCV inh result of Cc1ccc(OCC(=O)Nc2nnn(C)n2)c(C)c1 : -6%
Sm TGR block result of O=C(O)C1CCCN1c1ncccn1 (stereo not given) : 6%
HCV inh result of CCS(=O)(=O)N1CCN=C1SCc1cccnc1 : 34%[activator]
TbPYK inhibitor result of CCCCn1nc2cc(C(=O)N(CC)c3ccc(OC)cc3)ccc2c1OCC : -2%
Sm TGR block result of Cn1c(SCc2ccc(Br)cc2)nc2c(c1=O)SCC2 : -2%
